ERK EGF block = qHTS Assay for Inhibitors of the ERK Signaling Pathway using a Homogeneous Screening Assay; Stimulation with EGF. Potency, µM (doses to about 11.5 µM), for inactives: top-dose activity change, negative = inhibition, usual class: inhibitors. actives 0.41% (n = 130,000). HEK293-V1b, EGF-stimulated phospho-ERK AlphaScreen. AID 1454, 2008; active = well fitted inhibition curve with a large enough effect; inconclusive = small, poorly fitted or top-dose-only effect, or effect the other way;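 also: plate controls were stimulated vehicle wells for no effect and unstimulated vehicle basal for full effect; nearly all actives have a fitted effect of over 55% in size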
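Stably V1b-transfected HEK293 cells; 30 min compound, then EGF 25 nM final for 5 min at 37C; 10 min lysis; phospho-ERK by AlphaScreen after 5 hr beads at room temperature.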
* = called active by the depositor; ? = inconclusive; [ ] = dose if it differs, or a comment. Potency is read from the fitted curve at half-maximal effect.

ERK EGF block | SMILES
? | O=C(CCC1CCCC1)Nc1nnc(-c2ccc3c(c2)OCO3)s1
-4% | COC(=O)[C@@]1(Cc2ccc(OC)cc2)[C@H]2c3cc(C(=O)N4CCCC4)n(C[C@H](O)CO)c3C[C@H]2CN1C(=O)c1ccccc1
2% | CCOc1ccc(-c2c(C(=O)N/N=C/c3ccc(OC)cc3)nnn2-c2nonc2N)cc1
11% | CCc1ccc(NC(=O)c2cnn(-c3ccccc3)c2C)cc1
16% | Cc1ccc(CNC(=O)CCNS(=O)(=O)c2cccs2)cc1
12%[57.5 µM] | CCC(=Cc1ccc(CC)cn1)CC
-4% | O=C(Nc1ccccc1)N1CCC2(CCNCC2)CC1
-2%[57.5 µM] | CSCCC(NC(=O)C1CCCCC1)c1nc2ccccc2[nH]1 (configuration not stated)
? | Cc1ccc(S(=O)(=O)NCCc2ccncc2)cc1C
4% | CCOC(=O)c1c(-c2ccc(C)o2)csc1NC(=O)CN1CCC(C(N)=O)CC1
5%[57.5 µM] | COc1ccc(-c2nnsc2N2C(=O)c3ccccc3C2=O)cc1
7% | C=CCc1cccc2cc(C(=O)NC3CCCCC3)c(=O)oc12
-19%[57.5 µM] | Cn1c(=NC(=O)c2ccccc2[N+](=O)[O-])sc2cccc(F)c21
-6% | O=C(Oc1cccc(C(=S)N2CCOCC2)c1)c1cc([N+](=O)[O-])cc([N+](=O)[O-])c1
3% | Oc1cccc(/C=N/Nc2cc(N3CCOCC3)nc(N3CCOCC3)n2)c1
4% | Cc1ccc2nc(-c3cccnc3)c(NC3CCCC3)n2c1
23% | COc1cc(/C=N/NC(=S)NC(C)C)ccc1OCC(=O)Nc1c(C)cc(C)cc1C
-6% | CC1=NNC(=O)C1CCC(=O)N/N=C/C=C/c1ccccc1 (configuration not stated)
-1% | Cc1onc(-c2ccccc2)c1C(=O)Nc1ccc(Cl)cn1
-4% | COc1cc(C(=O)Oc2cc(C)cc(C)c2)cc(OC)c1OC
-3% | CC(NCCc1ccc(O)cc1)C(O)c1ccc(O)cc1 (configuration not stated)
15%[57.5 µM] | COc1ccccc1CNC(=O)C1CCC(CNc2c(N3CCCCC3)c(=O)c2=O)CC1 (configuration not stated)
? | COc1cccc(C(=O)/C=C/Nc2ccc(S(=O)(=O)Nc3cnc4ccccc4n3)cc2)c1
2% | CCc1cccc(Nc2c3c(nc4ncnn24)CCC3)c1
-8% | FC(F)(F)c1ccccc1NC(=S)N1CCN(c2ccccn2)CC1
12% | O=C(c1ccccc1)N(Cc1cccnc1)C1(C(=O)Nc2ccccc2)CCCCC1
-4%[57.5 µM] | COc1ccc2c(c1)[nH]c1c(=O)n(Cc3ccccn3)cnc12
-1% | CCC(=O)Oc1ccc(C(=O)Nc2cccc(C(=O)NCC(C)C)c2)cc1
9%[57.5 µM] | C#CCSc1nnnn1-c1cccc(Cl)c1
0% | Fc1ccc(CNC(=S)Nc2cccc(C(F)(F)F)c2)cc1
-9%[57.5 µM] | O=C(Nc1ccccc1)Nc1sccc1-c1nc2ccccc2s1
12% | CCOc1cccc(C(=O)NCc2ccccc2)c1
6%[57.5 µM] | CCCCOC(=O)c1cc(Cl)c(O)c(OC)c1
7% | O=C(NCCNC(=O)c1ccco1)c1ccc(F)cc1
4% | COc1ccc(C(C(=O)NC2CCCC2)N(C(=O)c2ccco2)c2ccc(OC)c(OC)c2)cc1 (configuration not stated)
-3% | CCN1CCN(C(=S)NC(=O)/C=C/c2cccs2)CC1
5% | Cc1nn2cc(-c3ccc(Cl)cc3)cnc2c1Br
1% | C=C(C)C1CC=C(C)/C(=N/NC(=O)COc2cccc(C)c2)C1 (configuration not stated)
-11%[57.5 µM] | C(=N\Nc1nc2ccccc2[nH]1)/c1cccc2nccnc12
-11% | NC(=O)c1cc([N+](=O)[O-])cc2c1C=Cc1ccccc1O2
-1% | CC(C)N(C)NC(=S)Nc1ccccc1
-5% | CC(C)c1ccc(/C=N/Nc2cc(N3CCOCC3)nc(N3CCOCC3)n2)cc1
-3% | COc1ccc2oc(=O)c(-c3ccccc3C(=O)N3CCOCC3)cc2c1
-7% | Cc1ccc(C23CC4CC(CC(CN)(C4)C2)C3)cc1
-3% | Cc1cc(C)c(-c2csc(NC(=O)c3n[nH]c(=O)c4ccccc34)n2)c(C)c1
3% | COc1ccc(-c2noc(C3CCCN(C(=O)Nc4ccccc4F)C3)n2)cc1 (configuration not stated)
6%[57.5 µM] | O=c1c(=O)n2c(nn1Cc1ccc(F)cc1)sc1ccccc12
6% | COc1ccc(CCNC(=O)c2cccc(S(=O)(=O)N3CCCCC3)c2)cc1
4% | COc1ccc2cc3c(N)nn(C(=O)c4ccc(Cl)c([N+](=O)[O-])c4)c3nc2c1
-4% | Cc1cc(N2C(=O)NC(=O)CC2C)c(C)cc1C(C)C (configuration not stated)

Carrying on.
ERK EGF block | SMILES
-12% | Cn1c(N)c(C(=O)COC(=O)CSc2cccc3cccc(Cl)c23)c(=O)n(C)c1=O
? | Cc1ccccc1-c1nnc(NC(=O)c2ccc(N3C(=O)CCC3=O)cc2)s1
4% | O=C1NC(=S)N(C(=O)c2ccc(F)cc2)/C1=C/c1ccccc1
6% | Cc1cc(Nc2cccc(C)c2C)n2nc(C)nc2n1
2% | CCOC(=O)c1c(NC(=O)c2ccccc2)sc2c1CCc1ccccc1-2
-8%[57.5 µM] | CCN(CC)C(=O)CC(c1ccc(N(C)C)cc1)c1c(OC)cc(OC)c2ccc(=O)oc12 (configuration not stated)
-3% | O=C(CSC1=NC2(CCCCC2)N=C1c1ccccc1)Nc1ccc2c(c1)OCCO2
1%[57.5 µM] | COC(=O)Nc1ccc(S(=O)(=O)NC2CCS(=O)(=O)C2)cc1 (configuration not stated)
-3%[57.5 µM] | COCCn1c(C)cc(/C=C2/NC(=O)N(Cc3ccc(C)cc3)C2=O)c1C
-10%[57.5 µM] | O=C(CSc1nnc(-c2cccnc2)o1)NNC(=O)c1ccc(Br)cc1
-1% | CCCCNS(=O)(=O)c1ccc(NC(=O)c2cccs2)cc1
-24%[57.5 µM] | CNC(=O)Nc1cc(NC(=O)NC)cc(C(F)(F)F)c1
-4% | COc1ccccc1/C=C(/C(=O)OCC(=O)N(C)Cc1ccccc1)c1ccccc1
9% | CC(C)(C)NC(=O)CSc1nnc(NC(=O)c2ccccc2Cl)s1
2% | NC(=O)Cn1c(=O)n(C2CCCCC2)c(=O)c2c3c(sc21)CCCCC3
-1% | O=C(/C=C/Nc1cccc(C(F)(F)F)c1)c1ccco1
? | Cc1c(-n2c(SCC(=O)O)nnc2-c2ccccc2Cl)c(=O)n(-c2ccccc2)n1C
-11%[57.5 µM] | CCCn1nc(NC(=O)c2ccco2)c2cc3cc(C)ccc3nc21
0% | CCOCCCNC(=O)c1ccc(Cn2c(=S)[nH]c3c([nH]c4ccc(OC)cc43)c2=O)cc1
2% | O=C(Nn1cnc2ccccc2c1=O)c1cccc(Cl)c1
-1% | COc1cc(C(=O)c2nccc3cc(OC)c(OC)cc23)c([N+](=O)[O-])cc1OC
13%[57.5 µM] | CN(C)/C=C/C(=O)c1ccc(F)cc1F
7% | Cc1ccc(C)c(-n2c3nc(=O)[nH]c(=O)c-3cc3cc([N+](=O)[O-])ccc32)c1
7% | O=C(CN1CCN(C/C=C/c2ccccc2)CC1)Nc1cc([N+](=O)[O-])ccc1Cl
-8% | CSc1nc(-c2ccccc2)nn1C(=O)c1ccco1

Molecules shown so far with a furan ring, fused or not:
ERK EGF block | SMILES
4% | CCOC(=O)c1c(-c2ccc(C)o2)csc1NC(=O)CN1CCC(C(N)=O)CC1
7% | O=C(NCCNC(=O)c1ccco1)c1ccc(F)cc1
4% | COc1ccc(C(C(=O)NC2CCCC2)N(C(=O)c2ccco2)c2ccc(OC)c(OC)c2)cc1 (configuration not stated)
-1% | O=C(/C=C/Nc1cccc(C(F)(F)F)c1)c1ccco1
-11%[57.5 µM] | CCCn1nc(NC(=O)c2ccco2)c2cc3cc(C)ccc3nc21
-8% | CSc1nc(-c2ccccc2)nn1C(=O)c1ccco1

Later entries:
ERK EGF block | SMILES
7% | COc1ccc(NC(=O)CN2CCN(c3ccccc3Cl)CC2)cc1
-13% | Cc1ccc([N+](=O)[O-])c(OCCn2cnc3ccccc32)c1
? | NS(=O)(=O)c1ccc(Sc2nc3ccccc3s2)c([N+](=O)[O-])c1
-9% | COc1ccccc1C(=O)N(CCN(C)C)c1nc2cc(C)cc(C)c2s1
5% | Cn1ccnc1C(=O)c1cc(SCC(=O)NC2CC2)nc2ccccc12
-6% | COC(=O)[C@@H](NC(=O)O[C@@H]1C(=O)c2cc(OC)ccc2O[C@H]1c1ccc(OC)c(Br)c1)C(C)C
4% | COc1ccc2nc(SCCOC(=O)Nc3ccc(Cl)cc3)nc(C)c2c1
-14% | CNC(=S)NC(CC(=O)OC)c1ccc2c(c1)OCO2 (configuration not stated)
2%[57.5 µM] | Cc1cc(=O)c2cc3nc(-c4cccnc4)oc3c(Br)c2o1
3% | CCN=C(NC#N)SCc1c(F)cccc1Cl
-7% | COc1cc(/C=N/NC(=O)c2cccc([N+](=O)[O-])c2)cc(OC)c1O
6% | CC(=O)OCCCNc1cc(SCc2ccco2)c2nonc2c1[N+](=O)[O-]
5% | COc1cc2c(cc1OC)CN(Cc1cc(=O)oc3cc(C)c(Cl)cc13)CC2
11% | COC(=O)N1CCC2(CC1)CCN(c1ccncc1)CC2
2% | O=C(O)CN(c1cccc(C(F)(F)F)c1)S(=O)(=O)c1ccccc1
-3%[57.5 µM] | Cc1cccn2cc(CCNC(=O)Cc3cccs3)nc12
2%[57.5 µM] | Brc1cnc2nc(SC/C=C/c3ccccc3)[nH]c2c1
20% | Cc1ccc(CNc2cnn(C34CC5CC(CC(C5)C3)C4)c(=O)c2Cl)cc1
-3% | Cn1c(=O)c2[nH]c(=O)cnc2n(C)c1=S
-7%[57.5 µM] | O=C(CN1C(=O)c2ccccc2S1(=O)=O)c1ccc(O)c(O)c1
9% | COc1ccc(-c2csc(NC(=O)c3cc(-c4cccs4)nc4ccccc34)n2)c(OC)c1
5% | CCOc1cc(C(=O)N/N=C\c2cn(CC)nc2C)cc(OCC)c1OCC
0% | COc1cc(S(=O)(=O)Nc2cccc(C)c2)ccc1N=Cc1c(C)[nH]n(-c2ccccc2)c1=O
4% | COC(=O)N1CCC[C@@]2(CCN(Cc3nccs3)C2)C1
-23% | NNC(=O)c1ccc(-c2cccc([N+](=O)[O-])c2)o1

Continued; the last two above are carried over.
ERK EGF block | SMILES
4% | COC(=O)N1CCC[C@@]2(CCN(Cc3nccs3)C2)C1
-23% | NNC(=O)c1ccc(-c2cccc([N+](=O)[O-])c2)o1
1% | Cn1cnnc1SCCOc1ccc(Cl)cc1
-14% | CCCNC(=O)c1ccc(CN2CCOCC2)cc1
-4% | CC1=NOC(=O)/C1=C\c1ccc2c(c1)OCO2
-5% | NC(=NC(=O)c1ccccc1)N1N=CCC1c1ccccc1 (configuration not stated)
-2% | COc1ccc(Cn2c(C)nnc2-c2cnn(C)c2N)cc1OC
-3% | Cc1ccc2c(c1)NC(=O)CC(c1ccccc1)=N2
19% | O=Cc1ccc(OCC(=O)Nc2ccccc2-c2ccccc2)cc1
14% | O=S(=O)(Cc1ccccc1)c1nnnn1-c1ccccc1
? | O=C(CSc1nc2nn(-c3ccccc3)c(=O)c-2c2n1CCCCC2)NCCCc1ccccc1
-8% | Cc1cccc(NC(=S)N2CCCC(c3nc4ccccc4[nH]3)C2)c1 (configuration not stated)
-5% | CC(=O)c1ccc(N2CCN(C(=O)c3ccc4c(=O)n(-c5ccccc5)c(=O)[nH]c4c3)CC2)cc1
-2% | CCC(CC)C(=O)NCc1ccc(Cl)cc1
2% | CC(C)(C)C(=O)NC(=S)Nc1ccccn1
0% | O=C(N/N=C/c1ccco1)c1cc(Br)ccc1OCc1ccccc1
2%[57.5 µM] | CC(C)(CC(=O)O)CC(=O)Nc1ccc(Oc2ccc(C(C)(C)C)cc2)nc1
-1%[57.5 µM] | Cc1nc(-c2ccccc2)sc1-c1nnc(C2CC2)o1
-2% | C/C(=N\Nc1nc(N)cc(Cl)n1)c1ccc(F)cc1
-3% | Cc1c(CN2CCC(CO)(CCOc3ccccc3)CC2)c(=O)n(-c2ccccc2)n1C
3%[57.5 µM] | COC(=O)c1ccccc1NC(=O)CSc1ncccn1
-5% | Cc1ccc(C(=O)O)cc1NC(=O)c1ccc(Cn2nc(C)c(Cl)c2C)o1
-2% | CN(C)C(=O)COc1ccc(Br)cc1
-8%[57.5 µM] | CCOC(=O)N1CCC(NC(=O)c2cnc3n(c2=O)CCS3)CC1
-1%[57.5 µM] | COc1ccccc1/C=C/C=c1\sc2nc(=O)c(Cc3ccccc3)nn2c1=O
2% | COCCNC(=O)C(=O)NNS(=O)(=O)c1ccc(Cl)cc1
-5% | O=C(Nc1nc2ccc3ccccc3c2s1)c1ccc(N2CCCCC2)c([N+](=O)[O-])c1
5% | CCC(C)(C(=O)NC1CCCCC1)N(Cc1cccs1)C(=O)CC1NC(=O)NC1=O (configuration not stated)
-2% | Cc1cc(Cl)nc2c(C(C)C)cccc12
-1% | CCOc1ccc(NC(=O)Nc2ccc3nsnc3c2)cc1
13% | CC1CC(=S)Nc2ccccc2N1C(=O)Nc1ccccc1 (configuration not stated)
-4% | C/[N+]([O-])=C\CC(=O)c1ccc(-c2ccccc2)cc1
10% | CCOC(=O)c1sc(NC(=O)c2ccccc2OCC)nc1C

Another view of 4 compounds above:
CCOc1ccc(NC(=O)Nc2ccc3nsnc3c2)cc1
  ERK EGF block: -1%

CC1CC(=S)Nc2ccccc2N1C(=O)Nc1ccccc1 (configuration not stated)
  ERK EGF block: 13%

C/[N+]([O-])=C\CC(=O)c1ccc(-c2ccccc2)cc1
  ERK EGF block: -4%

CCOC(=O)c1sc(NC(=O)c2ccccc2OCC)nc1C
  ERK EGF block: 10%

Bioassay records as filed in PubChem BioAssay.

A portion of the library; count on the stated rates, not on these rows.
